Screening results (PubChem)
SENP8 inh: SENP8 protease inhibition; purified SENP8, Z-RLRGG-aminoluciferin cleavage, luminescence; Q96LD8; 1.2% of 330,000 active; AID 2540; inhibition, % at 10 µM
Target sequence (Q96LD8 whole entry, looked up): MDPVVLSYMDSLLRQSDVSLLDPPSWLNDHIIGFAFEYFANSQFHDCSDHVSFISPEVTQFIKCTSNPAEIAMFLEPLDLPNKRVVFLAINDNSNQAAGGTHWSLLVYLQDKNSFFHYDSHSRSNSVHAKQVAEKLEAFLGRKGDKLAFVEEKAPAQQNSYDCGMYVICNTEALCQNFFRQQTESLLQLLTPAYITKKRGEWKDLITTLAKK
697 NFkB inh: lowers PMA/ionomycin-induced NF-kB signal in 697 B cells. 697 B-cell NF-kB luciferase reporter, 16 h. inhibition, % at 4 µM. 0.33% of 330,000 active. AID 435022; in the data active means inhibition above about 35%
Gli-Sufu block: Gli-Sufu pathway antagonism; 0.74% of 340,000 active; inhibition, % at 5 µM; Sufu-KO-LIGHT fibroblasts, Gli luciferase reporter luminescence; AID 588413;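 active means inhibition above about 55%, limit read from the data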;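 further: 0% = DMSO-treated cells and 100% = wells with medium but no cells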
Jurkat NFkB inh: inhibitors of the PMA/ionomycin-induced NF-kB reporter in Jurkat cells; inhibition, % at 4 µM; PMA/ionomycin-induced NF-kB luciferase reporter, luminescence; 0.53% of 330,000 active
EBI2 block: antagonists of human EBI2 receptor; P32249; EBI2 beta-arrestin recruitment, luminescence, 7a,25-OHC stimulated; inhibition, % at 5 µM; 0.81% of 360,000 active; in the data active means inhibition above about 38%;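 further: enzyme fragment complementation signal reports receptor beta-arrestin coupling in cells; 0% = agonist plus DMSO wells and 100% = wells without agonist; some results beyond the cut were filed as inactive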
Target sequence (P32249 whole entry, looked up, the tested form may be a part): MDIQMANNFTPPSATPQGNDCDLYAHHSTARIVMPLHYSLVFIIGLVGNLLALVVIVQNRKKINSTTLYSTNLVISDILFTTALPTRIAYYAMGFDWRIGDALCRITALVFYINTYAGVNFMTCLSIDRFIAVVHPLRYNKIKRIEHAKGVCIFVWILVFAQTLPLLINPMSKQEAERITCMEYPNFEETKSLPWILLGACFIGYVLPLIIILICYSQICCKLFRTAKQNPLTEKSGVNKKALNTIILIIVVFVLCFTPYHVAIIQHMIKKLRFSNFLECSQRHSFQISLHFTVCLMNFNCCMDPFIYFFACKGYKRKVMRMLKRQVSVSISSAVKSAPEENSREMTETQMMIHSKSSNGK
UBC13 polyUb: blocks human UBC13 polyubiquitin chain formation. inhibition, % at 20 µM. TR-FRET. P61088. 0.47% of 330,000 active; in the data active means inhibition above about 45%, passing the limit was not always enough
Target sequence (P61088 whole entry, looked up): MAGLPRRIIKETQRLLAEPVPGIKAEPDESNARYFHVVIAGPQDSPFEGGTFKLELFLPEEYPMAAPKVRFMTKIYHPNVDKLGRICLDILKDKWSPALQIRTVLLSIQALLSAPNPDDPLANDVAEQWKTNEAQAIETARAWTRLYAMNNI
CCR6 antag: blocks CCL20-driven beta-arrestin recruitment at human CCR6 | P51684 | 0.49% of 340,000 active | inhibition, % at 20 µM | CHO-K1 CCR6 PathHunter beta-arrestin, luminescence, CCL20-stimulated;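 active means compounds whose inhibition of the agonist-driven luminescence signal at 20 µM reaches about 50%, limit read from the data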;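 further: cells stimulated with CCL20 at 14 nM final; plate controls were DMSO with CCL20 for no effect and DMSO without agonist for full effect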
Apaf1 inhib: blocks human Apaf-1 apoptosome activity. O14727. reconstituted apoptosome caspase-3 activity, DEVD-Rh110 fluorescence. inhibition, % at 20 µM. 0.71% of 330,000 active; active means inhibition of at least 40% at 20 µM;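 further: plate controls were DMSO wells for no effect and DEVD-CHO caspase inhibitor wells for full effect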
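Material: reconstituted apoptosome with Apaf-1, cytochrome c, caspase-9, procaspase-3, dATP / Buffer or medium: pH 7.5 Hepes buffer with CHAPS, BSA, DTT / Also added: cytochrome c with DEVD-Rh110 / Schedule: compound with Apaf-1, dATP, procaspase-3 30 min, then 50 min reaction, room temperature / Technique: rhodamine 110 fluorescence at Ex 480/Em 540 nm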
Starred values were filed as active, the others as inactive; · = not tested or not shown. Unless noted, no stated cut-off is given here; in the data, active means inhibition above about 50%; inactive means the rest.

SMILES | SENP8 inh | 697 NFkB inh | Gli-Sufu block | Jurkat NFkB inh | EBI2 block | UBC13 polyUb | CCR6 antag | Apaf1 inhib
CCCCOC(=O)Nc1cccc(C(C)=O)c1 | 2 | -6 | -20 | -15 | -13 | 8 | -19 | -7
CN(CC1CCCN(CCc2cccc(C(F)(F)F)c2)C1)C(=O)c1cc2ccccc2o1 (stereo unspecified) | 6 | -3 | 47 | 17 | 14 | 12 | 16 | 18
C=CCNc1nc(-c2sc(NC(=O)CC)nc2C)cs1 | -4 | -16 | -10 | -7 | 2 | 2 | -1 | 9
CC(=O)NC1C(=O)Nc2c1cccc2C(F)(F)F (stereo unspecified) | 0 | -4 | 4 | 10 | 3 | 2 | 31 | 1
COc1ccc(NC(=O)CSc2nc(N)c3cc4c(nc3n2)CC(C)(C)OC4)cc1 | 3 | -13 | -15 | -23 | -8 | -3 | -2 | -16
O=C(O)c1ccc2nc(-c3ccccc3)c(-c3ccccc3)nc2c1 | -2 | -53 | -10 | 0 | -3 | 7 | 3 | 6
COc1ccc(-c2cnnc(N/N=C/c3ccc(O)c(O)c3)n2)cc1 | -6 | 12 | -10 | 12 | -16 | -16 | 4 | 1
Cc1c(O)ccc(C(=O)CN2CCN(c3ccccc3)CC2)c1O | -23 | -9 | -16 | 2 | 5 | 1 | 13 | 3
Cc1cc(C)nc(S/C=C/C(=O)c2ccc(F)cc2)n1 | -17 | -155 | · | 70* | · | -8 | · | 7
CCCC(C)NC(=O)c1ccccc1SC (stereo unspecified) | 2 | 4 | 17 | 7 | -5 | 8 | 1 | -4
O=C(CCNc1cccc(Cl)c1)c1ccco1 | -15 | -8 | -3 | 0 | -11 | 2 | 0 | -7
O=C(C(c1ccccc1)c1ccccc1)N1CCN(c2ccccn2)CC1 | 2 | 2 | 18 | -11 | 3 | 7 | 19 | 10
CCc1nc2ccc(C(=O)NCCc3ccc(OC)cc3)cc2nc1CC | 6 | -2 | -3 | -4 | 3 | -7 | 16 | 10
CC(C(=O)Nc1ccc2c(c1)OCCO2)c1ccc([N+](=O)[O-])cc1 (stereo unspecified) | 3 | 2 | -3 | 5 | -12 | 4 | 0 | 3
COc1ccc(CCNCC(=O)N2C(C)CCCC2C)cc1OC (stereo unspecified) | 2 | 14 | 11 | -16 | 4 | 7 | 5 | -9
CCC(=O)Nc1cccc(-c2nc3ccccc3o2)c1 | -15 | -30 | -26 | -25 | -3 | -2 | -6 | 12
O=C1CCN(Cc2ccc(O)cc2)CCN1[C@H](CO)c1ccccc1 | -4 | -4 | -3 | -6 | -9 | -3 | 2 | -3
C#Cc1ccc([C@@H]2C=C(C(=O)O)O[C@H](OCCCCO)C2)cc1 | -9 | -9 | -5 | 3 | -1 | -4 | 12 | 11
O=C(CN1C(=O)S/C(=C\c2ccccc2F)C1=O)NCCCn1ccnc1 | 5 | -12 | 5 | 3 | -4 | -7 | -10 | -7
COc1ccccc1N1C[C@@H]2C[C@@H](c3ccco3)N3CCC[C@@]23C1=O | 7 | 12 | -1 | 18 | 7 | 5 | 20 | -1
CCOC(=O)c1[nH]c(C)c(C(=O)NC2CCCCC2)c1C | 6 | -13 | 1 | -15 | 5 | -4 | -9 | -5
CC(C(=O)NC1CCCCCC1)c1ccc([N+](=O)[O-])cc1 (stereo unspecified) | -13 | 12 | 2 | 9 | 13 | 0 | 14 | 0
O=C1CC(c2ccc(F)cc2)Sc2ccccc2N1 (stereo unspecified) | 6 | 9 | 2 | -12 | 4 | 1 | 9 | 8
CC1CC(C)CN(C(=O)Cn2c(=O)n(CCCCC(=O)NC3CCCC3)c(=O)c3ccccc32)C1 (stereo unspecified) | -11 | 3 | -1 | 5 | -3 | -14 | 2 | 10
O=C(CSc1ccccc1)N1CCN(S(=O)(=O)c2ccccc2)CC1 | -19 | 1 | -1 | -2 | 28 | -9 | 14 | 1
COc1cccc(C(=O)OCCCN(C)C)c1 | 2 | -7 | 1 | 7 | -17 | 1 | -11 | -2
O=C(Nc1ccc(F)cc1F)c1cccc(S(=O)(=O)N2CCCCC2)c1 | -16 | -27 | 2 | -17 | 9 | -7 | 0 | 19
Cc1cccc2cc(CN(CCCO)C(=O)Nc3ccccc3Cl)c(=O)[nH]c12 | -2 | -11 | 4 | -12 | -9 | 4 | 7 | -6
O=C(Nc1nnc(S(=O)(=O)Cc2ccc(F)cc2)s1)c1ccccc1F | -16 | -23 | -11 | 16 | -9 | -8 | 7 | 14
CCCSC1=C(C#N)C(c2ccc(Cl)cc2Cl)CC(=O)N1 (stereo unspecified) | -9 | -19 | 16 | -5 | -9 | -8 | 5 | 9
CCOC(=O)C1CCCN(Cc2nc(N)nc(Nc3ccccc3OC)n2)C1 (stereo unspecified) | -3 | -6 | 39 | 25 | -4 | 6 | 3 | 4
COc1ccccc1N1CCN(C(c2ccccc2Cl)c2nnnn2C(C)(C)C)CC1 (stereo unspecified) | -10 | 7 | 21 | 10 | 14 | -7 | 5 | 20
NNC(=O)COc1ccc(F)cc1 | 1 | 2 | -13 | 10 | -10 | 7 | 10 | 4
Cc1ccc(N(CC(=O)N/N=C/c2cccnc2)S(=O)(=O)c2ccccc2)cc1 | 3 | -5 | -7 | 21 | -6 | -2 | 11 | -6
Cc1ccccc1NC(=O)c1c(C)[nH]c(=S)c(C#N)c1-c1ccc(Cl)cc1 | 1 | 2 | 12 | -7 | 7 | 50* | 3 | -8
Cc1ccc(S(=O)(=O)N2CCC(C(N)=O)CC2)c(C)c1C | -14 | -9 | -11 | -2 | 0 | 0 | -7 | -4
CC(=O)c1c[nH]c(C(=O)NCC2CCCO2)c1 (stereo unspecified) | 4 | 2 | 2 | 10 | -5 | 3 | -4 | -6
COc1ccc(OC)c(NC(=O)CN2C(=O)c3ccccc3S2(=O)=O)c1 | -7 | -1 | 2 | -5 | 5 | 14 | 3 | -17
Cc1ccccc1S(=O)(=O)Cc1ccc(C(=O)N2CCN(c3ncccn3)CC2)o1 | 0 | -7 | 4 | -16 | 6 | 0 | -11 | 13
CCOc1ccc(NC(=O)CCC(=O)c2ccc(OC)cc2)cc1 | -10 | -8 | -9 | -10 | -5 | -2 | 8 | 0
CC1CC(C)CN(c2ccc(C(=O)OCC(=O)NC3CCCc4ccccc43)cc2[N+](=O)[O-])C1 (stereo unspecified) | -7 | -15 | -3 | -16 | 14 | -18 | 37 | 31
O=C(c1ccccc1F)N1CCN(Cc2ccccc2F)CC1 | -2 | -6 | -2 | 8 | 4 | 7 | 7 | -3
Cc1ccc(S(=O)(=O)N2CCOCC2)cc1NC(=O)c1cc2ccccc2oc1=O | 3 | -16 | -15 | -7 | -3 | -9 | -7 | 2
CCOCCCNC(=O)CCCOc1ccccc1 | 2 | 8 | 5 | -3 | -4 | 8 | 1 | 4
O=C(NCCC1CCCCN1S(=O)(=O)c1ccc(Cl)cc1)C(=O)NCc1cccnc1 (stereo unspecified) | -7 | 1 | 9 | 7 | 2 | -1 | 12 | 14
Cc1ccc(C(=O)NCc2ccc(F)cc2)cc1NC1=NC2CS(=O)(=O)CC2S1 (stereo unspecified) | -11 | 0 | 11 | 0 | -7 | 3 | 6 | 10
CCC(=O)Nc1c(C)ccc2nsnc12 | -5 | 6 | -2 | -13 | -3 | -1 | -24 | 2
Cc1ccc(Cn2cccc(NS(C)(=O)=O)c2=O)cc1 | 9 | -19 | -13 | -2 | -3 | -10 | 1 | 1
Cc1cc(-c2cc(N)n(-c3ccccc3)n2)c(C)n1C1CCCC1 | -8 | -75 | -8 | -40 | 7 | -3 | 11 | 5
C=CCSc1nnc(NC(=O)c2nc(SCC)ncc2Cl)s1 | -1 | -13 | -3 | 4 | 9 | -15 | -1 | 10
O=C1CCCC(O)=C1C=Nc1cccc(C(F)(F)F)c1 | -9 | -8 | 7 | 10 | 9 | -9 | 5 | 2
CC1(C)CC(=O)c2cnc(NC(=O)CSC(=S)N3CCCCC3)nc2C1 | -12 | 6 | 3 | 9 | 2 | 0 | 23 | -2
Cc1ccc(Oc2ncccc2NC(=O)CCCC(=O)O)c2c1CCC2 | -5 | 6 | 2 | -8 | -10 | -1 | -3 | 2
c1ccc2c(-n3cnnn3)cccc2c1 | 4 | 11 | 3 | -9 | -5 | 3 | 1 | 7
Cc1cccc2cc3c(nc12)SC(=NCC1CCCO1)N(Cc1ccco1)C3 (stereo unspecified) | 10 | 3 | 8 | 1 | -1 | 1 | 22 | 11
CCc1ccc(CNC(=O)c2ccc(OC3CCN(C(C)=O)CC3)c(OC)c2)nc1 | -13 | -14 | -7 | 11 | -3 | -2 | -5 | -9
CCOc1ccc(N2C(=O)CC(N3CC(C)OC(C)C3)C2=O)cc1 (stereo unspecified) | -4 | -9 | 2 | 2 | -8 | 5 | 5 | 0
Cc1nc(NC(=O)c2c(-c3ccccc3)noc2C)sc1C(=O)N(C)C | 10 | -4 | 6 | 1 | 1 | -3 | 1 | -5
COC(=O)c1c(-c2cc(OC)cc(OC)c2)sc2ccc(OC)cc12 | -12 | -3 | -13 | -15 | 20 | 9 | 13 | 8
CCCCCOC(=O)C1=C(C)NC(=O)NC1c1ccc([N+](=O)[O-])cc1 (stereo unspecified) | -15 | -2 | -14 | 2 | -3 | -2 | 15 | 12

In another format: 2 of the compounds above.
> Cc1ccc(Oc2ncccc2NC(=O)CCCC(=O)O)c2c1CCC2
  SENP8 inh = -5
  697 NFkB inh = 6
  Gli-Sufu block = 2
  Jurkat NFkB inh = -8
  EBI2 block = -10
  UBC13 polyUb = -1
  CCR6 antag = -3
  Apaf1 inhib = 2
> c1ccc2c(-n3cnnn3)cccc2c1
  SENP8 inh = 4
  697 NFkB inh = 11
  Gli-Sufu block = 3
  Jurkat NFkB inh = -9
  EBI2 block = -5
  UBC13 polyUb = 3
  CCR6 antag = 1
  Apaf1 inhib = 7

Next part:
SMILES | SENP8 inh | 697 NFkB inh | Gli-Sufu block | Jurkat NFkB inh | EBI2 block | UBC13 polyUb | CCR6 antag | Apaf1 inhib
O=C(NC(=S)N1CCN(c2ccc(F)cc2)CC1)c1cccs1 | 7 | 6 | 5 | 9 | -2 | 12 | 38 | -2
COCCn1c(SCc2ccccc2Cl)nc2c1c(=O)[nH]c(=O)n2C | -3 | -12 | 4 | 6 | -3 | 0 | 17 | 6
O=C(NCc1ccccn1)C1Nc2ccc(OC(F)(F)F)cc2C2C=CCC12 (stereo unspecified) | -5 | -19 | 3 | -17 | 0 | -5 | 18 | 17
COCCNC(=O)c1ccccc1NC(=O)c1ccc(OC)c(OC)c1 | -2 | 21 | -1 | 8 | -6 | 10 | 9 | 2
Fc1ccc(NC(=S)N/N=C/c2cccc(Br)c2)c(F)c1 | -10 | -18 | 2 | -18 | 18 | -5 | 9 | 14
CC1=NN(C(C#N)c2ccc(F)cc2)C(c2ccccc2)C1 (stereo unspecified) | 1 | 4 | 29 | -4 | 1 | -2 | -3 | -3
O=C(O)c1ccc(-n2c(=O)c3ccccc3c3ccccc3c2=O)cc1 | 10 | 3 | 1 | -5 | 1 | 0 | 10 | 0
O=C(CCCN=C1NS(=O)(=O)c2ccccc21)OCc1ccc(F)cc1 | -6 | -2 | -7 | 2 | 4 | -1 | 7 | 10
COc1ccc(C(=O)C2CCCN(C(=O)c3cc(C)nc(C)n3)C2)cc1OC (stereo unspecified) | 8 | 15 | -2 | 3 | 4 | 10 | 0 | 0
COc1cc2[nH]c(=S)n(C3CCN(Cc4ccccc4)CC3)c(=O)c2cc1OC | 2 | -8 | -9 | -11 | 14 | -2 | -6 | 4

Quoted at random: five records from the list, in no set order.
SMILES | SENP8 inh | 697 NFkB inh | Gli-Sufu block | Jurkat NFkB inh | EBI2 block | UBC13 polyUb | CCR6 antag | Apaf1 inhib
COCCn1c(SCc2ccccc2Cl)nc2c1c(=O)[nH]c(=O)n2C | -3 | -12 | 4 | 6 | -3 | 0 | 17 | 6
COc1ccc(C(=O)C2CCCN(C(=O)c3cc(C)nc(C)n3)C2)cc1OC (stereo unspecified) | 8 | 15 | -2 | 3 | 4 | 10 | 0 | 0
CC1=NN(C(C#N)c2ccc(F)cc2)C(c2ccccc2)C1 (stereo unspecified) | 1 | 4 | 29 | -4 | 1 | -2 | -3 | -3
COCCNC(=O)c1ccccc1NC(=O)c1ccc(OC)c(OC)c1 | -2 | 21 | -1 | 8 | -6 | 10 | 9 | 2
O=C(O)c1ccc(-n2c(=O)c3ccccc3c3ccccc3c2=O)cc1 | 10 | 3 | 1 | -5 | 1 | 0 | 10 | 0

Not all compounds are listed (hit frequency here may not be typical).
